HT1080 IDH1KD tx = HT-1080 IDH1 knockdown cell toxicity (counter line). HT-1080 IDH1 knockdown viability, ATP luminescence, 48 h. Potency, µM (series often up to 46.1 µM), inactives show top-dose activity, negative = toxicity, most hits filed as cytotoxic. 360,000 compounds, 2% hits;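 note: potency is the fitted concentration of half-maximal effect; 0% = DMSO wells and -100% = cell-free medium wells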
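Luminescent ATP read-out (CellTiter-Glo, 10 min at room temperature) after 48 h compound exposure at 37 °C gave viability of IDH1-knockdown HT-1080 cells. Activity was normalised to DMSO and cell-free wells, then fitted as concentration-response curves.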
DRD3 agonist = D3 dopamine receptor (human) agonism. P35462. D3R DiscoveRx beta-arrestin cells, luminescence, 90 min. max activation, %. 410,000 compounds, 0.58% hits. AID 652048; in the data active = max activation above about 30%; note: 0% is about no effect; mostly tested at two doses, the higher about 12 µM
Target sequence (P35462 whole entry, looked up): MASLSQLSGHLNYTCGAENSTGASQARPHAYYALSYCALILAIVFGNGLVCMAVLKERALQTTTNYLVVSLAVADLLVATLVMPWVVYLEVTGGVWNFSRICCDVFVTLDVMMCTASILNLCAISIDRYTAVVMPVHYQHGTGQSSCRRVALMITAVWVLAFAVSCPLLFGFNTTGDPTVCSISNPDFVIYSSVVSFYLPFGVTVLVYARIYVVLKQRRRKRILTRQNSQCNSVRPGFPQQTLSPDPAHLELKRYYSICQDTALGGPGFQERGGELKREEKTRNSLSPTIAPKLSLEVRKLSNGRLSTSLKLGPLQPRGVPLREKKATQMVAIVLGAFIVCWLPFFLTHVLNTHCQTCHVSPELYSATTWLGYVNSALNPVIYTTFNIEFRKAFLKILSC
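Agonist-mode cell screen: cells plated at 1500/well and incubated overnight at 37 °C, then exposed to library compounds for 90 min at 37 °C. Detection reagent was added for 30–60 min at room temperature, and luminescence was read.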
SW480 rerep = DNA re-replication induction in SW480 cells; SW480 DNA re-replication, Hoechst DNA content imaging, 48 h; Potency, µM (titrated, usually from 46.1 µM), inactives show top-dose re-replication activation, actives largely listed as activators; 340,000 compounds, 1.8% hits; note: potency is the fitted concentration of half-maximal effect; % of control where 0% means no effect; nearly all actives have a fitted effect of over 55% in size
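First, 250 cells per well were seeded. Next, compound or vehicle (23 nL) was pinned in, plates sat 48 hr at 37 C. Finally Hoechst was added for 40 min before fluorescence scanning.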
HT1080-NT tox = kills 2HG-producing HT-1080-NT fibrosarcoma cells | HT-1080-NT fibrosarcoma viability, CellTiter-Glo ATP luminescence, 48 h | Potency, µM (doses to about 46.1 µM), inactives show at the highest dose activity, negative = less viability, hits mostly cytotoxic | 360,000 compounds, 1.6% hits | AID 686970;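 note: NT is the 2HG producing partner of a matched IDH1 knockdown line; potency is the fitted concentration of half-maximal effect; 0% = DMSO-treated cells and -100% = media-only wells without cells; nearly all actives have a fitted effect of over 55% in size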
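Viability of the 2HG-overproducing fibrosarcoma line after 48 hours of compound exposure at 37 degrees C was determined by luminescence with CellTiter-Glo, and concentration-effect curves were then fitted and categorized.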
IL1B secr inh = blocks inflammasome-driven IL-1 beta release; THP-1 LPS/ATP IL-1B secretion, AlphaLISA, 16 h; stronger effect = lower value; activity change, % at 57.5 µM; 360,000 compounds, 4.7% hits; in the data active = activity change below about -50%; inconclusive = mostly about -30% to -49%; note: % is set by controls: 0 for no effect and ±100 for the full control effect
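Secreted IL-1B measured by AlphaLISA bead assay after 16 h compound exposure of THP-1 cells; compounds (final up to 57.5 uM) added 1 h before LPS (250 ng/mL) and ATP (1.25 mM) stimulation; lower signal means less secretion.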
KB-3-1 tox = kills parental KB-3-1 adenocarcinoma cells; KB-3-1 viability, CellTiter-Glo ATP luminescence, 72 h; Potency, µM (doses to about 46.1 µM), for the others: at the top dose activity change, negative = cytotoxic, hits mostly cytotoxic; 400,000 compounds, 1.4% hits; note: potency is the fitted concentration of half-maximal effect; % is set by controls: 0 for no effect and ±100 for the full control effect; nearly all actives have a fitted effect of over 60% in size
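Screening of KB-3-1 cells (DMEM, 10% FBS, phenol-red free) ran from lowest to highest compound concentration; after 72 h at 37 °C viability was read luminescently and curves fitted.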
KB-V1 MDR tox = KB-V1 MDR subline cytotoxicity; KB-V1 MDR cells viability, CellTiter-Glo, 72 h; Potency, µM (titrated, usually from 46.1 µM), for inactives: at the top dose activity change, negative = cytotoxicity, usual class: cytotoxic; 400,000 compounds, 3.4% hits; note: potency is the fitted concentration of half-maximal effect; % is set by controls: 0 for no effect and ±100 for the full control effect; nearly all actives have a fitted effect of over 60% in size
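KB-V1 cells (P-gp-expressing MDR subline of KB-3-1) in phenol-red-free DMEM with 10% FBS were exposed to library compounds over a concentration series for 72 h at 37 degrees C. Viability read by CellTiter-Glo luminescence; concentration-effect curves fitted after normalization.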
GLP1R cytotox = cytotoxic in the GLP-1 receptor inverse agonist counter-screen | Potency, µM (top dose mostly 38.3 µM), without a hit: at the top dose activity change, negative = inhibition, most hits filed as inhibitors | HEK293 cAMP-luciferase reporter cells, luminescence, 24 h | 410,000 compounds, 0.13% hits;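 note: loss of luciferase light is scored as toxicity; potency is the fitted concentration of half-maximal effect; % is set by controls: 0 for no effect and ±100 for the full control effect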
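Compound-treated cells are incubated 24 hr at 37 deg C under 5% CO2 after a 12 hour attachment period, then luciferase detection reagent is added and luminescence is measured following 12 min at room temperature; lowered signal indicates toxicity.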
MCF10A rerep = DNA re-replication induction in MCF 10a cells | MCF 10A DNA re-replication, Hoechst nuclear intensity, 48 h | Potency, µM (highest dose often 46.1 µM), inactives show at the highest dose activity, positive = re-replication, usual class: activators | 350,000 compounds, 2.9% hits | AID 624296; note: potency is the fitted concentration of half-maximal effect; % of control where 0% means no effect; nearly all actives have a fitted effect of over 50% in size
Numbers without * were called inactive; ? = inconclusive; . = not tested or not shown; & = joins results of further samples; [ ] = dose if it differs, or a comment. Unless noted, calls come from the whole dose curve; as a rule, active = well fitted curve in the direction sought with a large enough effect; inconclusive = small, poorly fitted or top-dose-only effect, or another doubt; inactive = no such curve, though single readings can be large; an effect the other way counts as inactive or inconclusive. This is a random part of the collection. Share with any hit: about 11%.

Results follow in this order: HT1080 IDH1KD tx	DRD3 agonist	SW480 rerep	HT1080-NT tox	IL1B secr inh	KB-3-1 tox	KB-V1 MDR tox	GLP1R cytotox	MCF10A rerep
> CCOc1cc(CNC(CC)CO)ccc1OCC(=O)Nc1cccc(C(F)(F)F)c1 (stereo unspecified)
  -1%	-5	-10%	-17%	-20	3%	20%	-26%	?
> N#C/C(=C/c1ccc2c(c1)OCO2)C(=O)Nc1ccc(O)cc1
  -29%	-1	?	-30%	-21	?	-14%	-16%	?
> CS(=O)(=O)N1CCN(c2nc3ccc(Cl)cc3s2)CC1
  21%	2	1%	1%	-5	-1%	14%	9%	0%
> CCOC(=O)c1c(-n2cccc2)sc2c1CCCC2=O
  -15%	0	17%	0%	13	9%	2%	-14%	9%
> Cc1nc(SCC(=O)Nc2ccc(CN3CCCC3)cc2)c2c(C)c(C)sc2n1
  -26%	-12	1%	-15%	-94*	?	-16%	?	?
> COc1ccc(-c2nc(N)ncc2-c2csc(C)n2)c(O)c1
  ?	0	29%	-27%	-5	0%	-11%	?	?
> CC1=NN(c2cccc([N+](=O)[O-])c2)C(=O)C1
  -2%	6	4%	-7%	-8	0%	-1%	-4%	-1%
> COc1ccc(NS(=O)(=O)c2cc3c(cc2C)N(C(C)=O)CCO3)cc1
  2%	2&-21	1%	-2%	16	1%	-9%	-20%&6%	8%
> C=CCC(NCc1ccccc1)c1ccc(Cl)cc1 (stereo unspecified)
  -3%	-7	3%	-6%	-15	-7%	?	-2%	?
> COc1cc2ccc(-c3ccc4ccccc4n3)cc2cc1OC
  0%	28	.	-9%	-4	?	?	5%	.

Arranged by formula weight (rising): some entries from above.
Results follow in this order: HT1080 IDH1KD tx	DRD3 agonist	SW480 rerep	HT1080-NT tox	IL1B secr inh	KB-3-1 tox	KB-V1 MDR tox	GLP1R cytotox	MCF10A rerep
> COc1ccc(-c2nc(N)ncc2-c2csc(C)n2)c(O)c1
  ?	0	29%	-27%	-5	0%	-11%	?	?
> COc1cc2ccc(-c3ccc4ccccc4n3)cc2cc1OC
  0%	28	.	-9%	-4	?	?	5%	.
> CS(=O)(=O)N1CCN(c2nc3ccc(Cl)cc3s2)CC1
  21%	2	1%	1%	-5	-1%	14%	9%	0%

Continued.
Results follow in this order: HT1080 IDH1KD tx	DRD3 agonist	SW480 rerep	HT1080-NT tox	IL1B secr inh	KB-3-1 tox	KB-V1 MDR tox	GLP1R cytotox	MCF10A rerep
> COc1cccc(NC(=S)N2CCn3c(nc4ccccc43)C2)c1
  1%	-7	-3%	6%	10	?	-29%	6%	0%
> Cc1nn(CC(=O)Nc2ccc(C(C)C)cc2)c(C)c1[N+](=O)[O-]
  5%	-4	79%	7%	7	-2%	-9%	-37%	-5%
> CCCn1nc(C(=O)NNC(=O)c2cc(S(=O)(=O)NC)ccc2Br)c2ccccc2c1=O
  -5%	-1	-9%	-3%	-19	6%	25%	-10%	-25%
> Cc1ccccc1S(=O)(=O)NC(=O)C1(C)CCN1C(=O)Cc1cccs1 (stereo unspecified)
  24%	-2	.	4%	5	2%	-7%	-1%	.
> CC1Cc2c([nH]c3ccccc23)C2c3ccccc3CN12 (stereo unspecified)
  -21%	15	3%	-9%	17	12%	-30%	17%	?
> C/C(=C(\C#N)C(=O)NCCN1CCOCC1)N(C)C
  -1%	4	0%	7%	14	1%	0%	18%	-7%
> Cc1cc(C(=O)N2CCN(c3ccc(F)cc3)CC2)on1
  6%	2	-17%	10%	-7	21%	23%	3%	-2%
> COC(=O)c1c(O)cc(C(C)(C)C)n(-c2ccc(F)cc2)c1=O
  -8%	-7	?	-2%	7	18%	-20%	21%	1%
> COc1ccc(C(=O)N2CCCC(CNC(=O)c3ccc(F)cc3)C2)cc1OC (stereo unspecified)
  6%	5	-14%	0%	-3	-7%	-4%	?	5%
> CC(=O)C[C@@H](O)CC(=O)[C@@H]1OC(=O)[C@@H](C)CCCCc2ccccc21
  4%	14	-4%	6%	0	0%	0%	9%	0%
> Cc1ccc(S(=O)(=O)NNC(=O)Cc2cccn2C)cc1
  -2%	3	-82%[inhibitor]	3%	-2	-10%	-10%	-14%	-5%
> Cc1c(S(=O)(=O)N2CCN(c3cccc(Cl)c3)CC2)c(=O)n(C)c(=O)n1C
  -1%	11	-4%	-2%	-13	-9%	2%	-8%	-2%
> O=C(/C=C\c1ccccc1)NCC(=O)N/N=C/c1ccc(O)cc1O
  ?	-3	9%	?	177	-21%	-2%	-24%	5%
> Cc1cc(NC(=O)CCC(=O)N(C2CC2)C(C(=O)NC(C)(C)C)c2ccccc2Cl)no1 (stereo unspecified)
  3%	16	-1%	7%	19	8%	-19%	?	5%
> Cc1ccc(NC(=O)COc2ccccc2CNC(C)(C)CC(C)(C)C)cc1
  ?	-11	8%	?	-105*	?	?	?	18%
> COc1ccc(CCN2CC(C(=O)NCc3cnn(C(C)C)c3)CCC2=O)cc1 (stereo unspecified)
  2%	16	-1%	-3%	16	.	.	16%	0%
> NCCCC[C@H]1CNC(=S)N1CCCCC1CCCCC1
  -15%	-29	-9%	-17%	-2	0%	-6%	?	?
> Cc1cc(Oc2ccccc2)nc(SCC(=O)Nc2ccc(Cl)cc2Cl)n1
  13%	12	?	7%[9.24 µM]	-14	-13%	-17%	6%	12%
> CCOC(=O)C1CCCN(C(=O)c2sc3nc(C)nc(N4CCOCC4)c3c2C)C1 (stereo unspecified)
  2%	2	-4%	11%	3	2%	-23%	0%	0%
> CCCCC(=O)Nc1cc(-c2nc3ncccc3o2)ccc1C
  7%	1	-6%	10%	1	-1%	-23%	2%	-6%
> O=C1c2ccccc2C(=O)c2[nH]cnc21
  -26%	0	3%	?	58	0%	-19%	-5%	-2%
> c1ccc(C2=Nn3c(nnc3-c3cccs3)SC2)cc1
  -2%	-8	64%	-5%	.	9%	?	0%	0%
> Cc1ccc(-n2nnnc2-c2cnc3ccc(Cl)cc3c2-c2ccccc2)cc1
  -11%	-7	?	-1%	14	7.3µM*	?	?	21µM*
> Cc1cccc(C(C)(C)C)c1OCCN1CCCC1
  8%	-36	4%	25%	-4	1%	?	20%	4%
> CCC(C(=O)NCc1ccc(F)cc1)n1nc(C)n2c(cc3occc32)c1=O (stereo unspecified)
  0%	1	-9%	-5%	-10	11%	0%	-10%	-1%
> Cc1ccccc1CS(=O)(=O)CCC(=O)O
  -2%	-3	2%	22%	3	-9%	?	0%	1%
> CCOC(=O)Cc1c[nH]c2ccccc12
  -5%	17	-2%	3%	37	14%	14%	-1%	-6%
> CCCCN(C)C(=O)c1[nH]c(C(F)(F)F)nc1-c1ccccc1
  -1%	-2	.	1%	0	0%	-5%	1%	.
> O=C(CCCOc1ccc(Cl)cc1Cl)N1CCCc2ccccc21
  -7%	-8	3%	-16%	11	-11%	?	13%	?
> CCOCCCNc1c2c(nc3cc(-c4ccc(F)cc4)nn13)CCC2
  10%	-6	-1%	19%	-11	11%	-21%	7%	0%
> CN(CCc1ccccc1)C1CCCN(S(=O)(=O)c2cccc(F)c2)C1 (stereo unspecified)
  -2%	-7	-2%	-7%	-4	?	-26%	8%	15%
> C[C@H](CCC(=O)OCc1cn(CC(=O)c2ccc(O)cc2)nn1)C1CC[C@H]2[C@@H]3CC[C@@H]4C[C@H](O)CC[C@]4(C)[C@H]3C[C@H](O)[C@]12C (stereo partly specified)
  ?	44*	-3%	?	0	13%	14%	-25%	?
> CC(C)NC(=O)N(C)C[C@H]1Oc2ccc(NC(=O)Nc3ccccc3)cc2C(=O)N([C@H](C)CO)C[C@@H]1C
  2%	0	-8%	5%	17	2%	18%	0%	-6%

Nothing new here: 5 of the compounds above.
Results follow in this order: HT1080 IDH1KD tx	DRD3 agonist	SW480 rerep	HT1080-NT tox	IL1B secr inh	KB-3-1 tox	KB-V1 MDR tox	GLP1R cytotox	MCF10A rerep
> Cc1cc(Oc2ccccc2)nc(SCC(=O)Nc2ccc(Cl)cc2Cl)n1
  13%	12	?	7%[9.24 µM]	-14	-13%	-17%	6%	12%
> CCOC(=O)C1CCCN(C(=O)c2sc3nc(C)nc(N4CCOCC4)c3c2C)C1 (stereo unspecified)
  2%	2	-4%	11%	3	2%	-23%	0%	0%
> CCCCC(=O)Nc1cc(-c2nc3ncccc3o2)ccc1C
  7%	1	-6%	10%	1	-1%	-23%	2%	-6%
> O=C1c2ccccc2C(=O)c2[nH]cnc21
  -26%	0	3%	?	58	0%	-19%	-5%	-2%
> c1ccc(C2=Nn3c(nnc3-c3cccs3)SC2)cc1
  -2%	-8	64%	-5%	.	9%	?	0%	0%

Compound activity: PubChem BioAssay, National Center for Advancing Translational Sciences (NCATS)
